Source: PubChem
Polio RdRp inh = inhibitors of poliovirus RNA polymerase binding and polymerization; % elongation, % (compound at 16.7 µg/mL); poliovirus polymerase elongation, fluorescence polarization; active compounds read low; AID 588519; 150,000 compounds, 0.66% hits; in the data active means % elongation below about 90%; further: some results filed as inactive read as strong as hits
Target sequence (P03300 1749-2209 limits assumed): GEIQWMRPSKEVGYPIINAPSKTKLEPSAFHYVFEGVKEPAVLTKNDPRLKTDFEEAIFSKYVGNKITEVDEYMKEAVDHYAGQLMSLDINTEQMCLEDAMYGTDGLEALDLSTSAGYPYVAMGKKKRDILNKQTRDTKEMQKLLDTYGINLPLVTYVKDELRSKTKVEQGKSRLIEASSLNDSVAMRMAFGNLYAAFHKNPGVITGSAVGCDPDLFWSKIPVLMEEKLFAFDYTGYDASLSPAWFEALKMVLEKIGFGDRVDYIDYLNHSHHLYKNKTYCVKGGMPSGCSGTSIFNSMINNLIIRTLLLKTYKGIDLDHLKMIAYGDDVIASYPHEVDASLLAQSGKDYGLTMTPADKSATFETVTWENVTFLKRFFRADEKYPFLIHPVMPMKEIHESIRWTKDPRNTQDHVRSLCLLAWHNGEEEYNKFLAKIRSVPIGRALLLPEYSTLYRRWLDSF
Polio RdRp inh FP z-score = second read-out of Polio RdRp inh, no call of its own (marks repeat the call); z-score; measured here: FP z-score; hits read low
* hit, by the source's call; & = joins results of further samples.

SMILES	Polio RdRp inh	Polio RdRp inh FP z-score
CCOC(=O)c1cnc2c(C)c(C)ccc2c1NCCCCCO	102	0.1
CC(=O)Nc1ccc(S(=O)(=O)N2CCCCC2C(=O)O)cc1 (stereo unspecified)	101	-0.5
CN(C)C(=S)NCCC1=CCCCC1	101	-0.3
CC1CCCC(Nc2c(-c3ccc(Cl)cc3)nc3c(C#N)c[nH]n23)C1C (stereo unspecified)	103	-0.1
Cn1cccc1CNCCc1ccccc1	104	0.4
O=C(NCCc1nc2ccccc2n1Cc1ccc(Cl)cc1)c1ccccc1	102	-0.8
O=S1(=O)CCC(N=Nc2c(O)[nH]c3ccc(Br)cc23)C1 (stereo unspecified)	103	0.3
Cc1ccccc1-c1nc(-c2ccccn2)no1	102	0.1
COc1cc(-c2cc3n(C)c(C)c(CCC(=O)NC4CCCCC4)c(=O)n3n2)cc(OC)c1OC	101	-1.4
COc1ccc(-c2nc3ccccc3n3c(-c4cccc(C)c4)c4c(=O)n(C)c(=O)n(C)c4c23)cc1	103	-0.2
Nc1nc2ccccc2n1Cc1ccccc1F	103	0.6
O=C(Cc1ccc(Cl)cc1)NCc1ccc2[nH]c3c(c2c1)CCCC3	100	-0.5
Cc1nc2c(C(=O)NCCN3CCOCC3)cnn2c(C)c1Cc1cccc(Cl)c1	101	0.2
CCCC(=O)Oc1ccc2oc(-c3ccc(OC)cc3)cc(=O)c2c1	104	0.8
COc1cccc(C(=O)N2CCN(Cc3cccc(C)c3)CC2)c1OC	103	0.4
CC(C)C(=O)NC(c1ccc(N(C)C)cc1)c1ccc2cccnc2c1O (stereo unspecified)	100	0
CC(=O)N1Cc2ccccc2CC1C(=O)Nc1ccc(S(=O)(=O)N(C)C)cc1 (stereo unspecified)	101	-0.5
COc1cc(OC)cc(C(=O)NCc2ccc3c(c2)CCN3C(=O)c2ccccc2)c1	111	0.9
Cc1cccc(N2CCN(S(=O)(=O)c3cc(C(=O)Nc4ccc(Oc5ccccc5)cc4)ccc3F)CC2)c1C	110	0.4
CP(C)(=O)c1ccccc1C(=O)O	100	-0.6
N#CCOC(=O)c1nc(-c2ccccc2)n(-c2ccccc2)n1	83*	-3.6*
O=C(Nc1cccnc1)c1noc2c1CCCC2	100	-1
CN(C)c1ccc(CNCCC2(O)CCOC(C)(C)C2)cc1 (stereo unspecified)	101	-0.2
COc1ccc(N2CCN(C(=O)Cc3coc4ccc(C)cc34)CC2)cc1	116	0.1
COc1ccc(NC(=O)CSc2nccn2C2CCCC2)cc1OC	107	0
COc1ccc(NS(=O)(=O)c2ccc(NS(=O)(=O)c3ccc4c(c3)OCCO4)cc2)cc1	103	-0.4
CCOC(=O)c1c(NC(C)=O)no[n+]1[O-]	99	-0.5
Cc1ccc2c(c1)CCCN2CC(=O)NCC(F)(F)F	101	-0.1
CCCOc1ccc(C2C(=O)N(C3CCC(C)CC3)CC(=O)N2CCC2=CCCCC2)cc1OC (stereo unspecified)	109	0
CCC(=O)N1c2ccccc2CC1C(=O)NCc1ccccc1C (stereo unspecified)	100	-1.4
Cc1noc(C)c1CSc1ncccc1C(=O)N1CCN(S(=O)(=O)c2ccccc2C#N)CC1	108	-0.1
CC(=O)NCCOc1cc(C)ccc1C(C)C	100	0
Cn1c(=O)n(Cc2ccc(F)cc2)c(=O)c2c1nc1oc(-c3ccc(Cl)cc3)cn12	108	0.4
COc1ccc(CNC(=O)CN2C(=O)CSc3ccc(S(=O)(=O)N(C)C)cc32)cc1	112	0.4
OCC(CO)(CO)N=Cc1cc(Br)ccc1O	100	-0.4
CC1CCCCC1NS(=O)(=O)c1ccc(Cl)cc1 (stereo unspecified)	103	1.9
COc1cccc(C(=O)Nc2c3c(nn2-c2ccc(C)cc2C)CS(=O)(=O)C3)c1OC	113	1.1
CCCCn1c(NCc2ccc(N(C)C)cc2)nc2ccccc21	100	-0.7
CSc1cccc(NC(=O)C2CCN(S(=O)(=O)c3ccc4[nH]c(=O)ccc4c3)CC2)c1	110	0.5
COc1cc(OC)c(NC(=O)c2cc(C)nc3c2c(C)nn3-c2ccc(C)cc2)cc1Cl	109	0.3
CCc1c(C)sc2c1CCN(C(=O)Nc1ccccc1Cl)C2c1ccc(OC)cc1 (stereo unspecified)	107	0.2
Cc1nc2ccn(Cc3ccco3)c(=O)c2cc1C(=O)N1CCN(c2ccccc2)CC1	90	-3.1
O=C(NC1CCCCC1)c1ccco1	100	-0.6
CCOc1ccc(-n2c(N)c3c(N)nc(N4CCOCC4)c(C#N)c3c(C#N)c2=S)cc1	102	-0.2
Cc1nn(-c2ccc(F)cc2)c(-n2cccc2)c1C(=O)NCC(C)c1ccccc1 (stereo unspecified)	101	-0.8
Cc1ccc(Oc2ncccc2C(=O)n2ccc(-c3cccs3)n2)cc1	100	-0.1
CC(C)c1ccc(NC(=O)c2ccc(F)c(S(=O)(=O)N3CCN(c4ccccc4F)CC3)c2)cc1	105	-0.6
COc1cccc(CN2C(=O)c3ccccc3C2C(=O)NCCc2ccc(OC)c(OC)c2)c1 (stereo unspecified)	116	1.3
CCC(C)NC(=O)c1ccc2nc(Cc3ccc(OC)cc3)oc2c1 (stereo unspecified)	100	-1.6
O=C(O)/C=C/c1cccc(Oc2ccccc2)c1	100	0
CCSc1nnc(NC(=O)C2Cc3ccc(C)cc3C(=O)O2)s1 (stereo unspecified)	101	0
CCC(C(=O)Nc1cccc(C)c1C)n1nc(C)c2sc3ccccc3c2c1=O (stereo unspecified)	103	0
Cc1cccc(-c2cc3nc4c(c(N5CCN(Cc6ccc7c(c6)OCO7)CC5)n3n2)CCCC4)c1	100	-0.3
CCOC(=O)c1cccc(Nc2nc(C(=O)OCC)nc3ccccc23)c1	105	0.1
CN(C)C(=S)N(C#N)c1nc(N(C)C)nc(N(C)C)n1	101	-0.2
Cc1c2cnn(-c3ccccc3)c(=O)c2c(C)n1CCCC(=O)Nc1cc(F)ccc1F	103	-0.6
CC1(C)Cc2c(sc3nc(=O)n(Cc4ccco4)c(N)c23)CO1	101	0.1
CC(=O)Nc1ccc(SCC(=O)N2CC(C)CC(C)C2)cc1 (stereo unspecified)	100	-0.7
COC(=O)Cn1cc(C(=O)c2ccccc2)c2ccccc21	110	1
COc1ccc(C(=O)NCc2nc3ccccc3[nH]2)cc1	104	0.9

Other records follow.
SMILES	Polio RdRp inh	Polio RdRp inh FP z-score
O=C(Nc1ccccc1)c1cccc(S(=O)(=O)NCC23CC4CC(CC(C4)C2)C3)c1	105	0.2
Cc1ccc(NC(=O)c2oc3ccccc3c2C)cc1	101	-0.2
Cc1cc(C)cc(NC(=O)NCC(O)c2ccccc2)c1 (stereo unspecified)	100	-0.4
O=C(Nc1nncs1)c1cccc(Cl)c1	99	-0.9
NNc1ccc(C(=O)O)cc1	97	-0.3
COc1ccc(C(=O)N(Cc2sccc2C)C2CCS(=O)(=O)C2)cc1 (stereo unspecified)	119	0.3
CCOC(=O)C1CCCN(CC(=O)Nc2cc(C)c3c(=O)oc4ccccc4c3n2)C1 (stereo unspecified)	116	1.2
Cc1ccc2sc(N(Cc3cccnc3)C(=O)CCOc3ccccc3)nc2c1C	111	0.9
CCC(CC)c1nc(Nc2ccccc2)c2ccccc2n1	102	0.1
Nc1nnc(COc2ccccc2)s1	100	-0.3
CCN1CCN(c2csc3ccc(C)cc3c2=O)CC1	107	0.2
O=C(CCCn1c2ccccc2c2cn[nH]c(=O)c21)NCc1ccccc1	105	1.2
CSc1ccc(C2C3(C#N)C(N)=NC4(OCCO4)C23C#N)cc1 (stereo unspecified)	100	-0.2
Cc1ccc(C(=O)OCC(N)=O)cc1N	100	-0.2
CCOC(=O)C(Cc1c[nH]c2ccccc12)NC(=O)COc1ccc(CC)cc1 (stereo unspecified)	103	0
Cc1ccc(NS(=O)(=O)c2ccc3[nH]c(=O)sc3c2)cc1F	102	0.3
Cc1ccc(NC(=O)CN(C)C(=O)C2COc3ccccc3O2)cc1 (stereo unspecified)	102	0
COc1ccc(OC)c(S(=O)(=O)Nc2cc(C(=O)O)ccc2N2CC3CC(C2)c2cccc(=O)n2C3)c1 (stereo unspecified)	99	-0.3
COc1ccc(-c2nn3c(=O)cc(CN4CCN(C(=O)c5ccc(C(C)(C)C)cc5)CC4)nc3s2)cc1	110	0.5
Cc1ccc(NC(=O)c2oc3ccccc3c2NC(=O)c2cc3ccccc3o2)cc1	108	1.4
CN1CCN(Cn2c(=S)oc3cc(S(=O)(=O)Nc4ccccc4Cl)ccc32)CC1	101	-0.2
CCS(=O)(=O)c1ccc(O)c(NCN2C(=O)S/C(=C\c3ccc(F)cc3)C2=O)c1	103	0.2
CCCNC(=O)c1cc2n(n1)CCCN(Cc1ccc(F)cc1)C2=O	108	-0.7
COCCCn1c(=N)c(C(=O)NCc2cccnc2)cc2c(=O)n3cccc(C)c3nc21	114	0.6
CCC(CO)n1c(SCC(=O)Nc2ccc(C)c(C)c2)nc2cc(OC)c(OC)cc2c1=O (stereo unspecified)	103	0.2
Cc1noc(C)c1Cc1ccc(C(=O)O)s1	103	0.9
NS(=O)(=O)c1ccc(-n2c(-c3ccncc3)n[nH]c2=S)cc1	101	0.5
CC1CCCC(NC(=O)COC(=O)c2cccc(S(=O)(=O)N(C)C)c2)C1C (stereo unspecified)	100	-0.2
COc1ccc(S(=O)(=O)NCCc2sc(-c3cccnc3)nc2C)c(F)c1	109	0.5
CCOC(=O)C1CCN(C(=O)Cn2nc(CC)n3c(cc4sccc43)c2=O)CC1	100	-1.8
O=C1C2CC=CCC2C(=O)N1CN1CCN(Cc2ccccc2)CC1 (stereo unspecified)	106	0.4
CC(C)(C)OC(=O)N1CCC(OCC(=O)O)CC1	100	-0.4
COc1ccc(C(=O)O/N=C(\N)c2ccccc2)cc1	104	0.3
COCCNc1ccc(-c2nc(-c3cccc(C)c3)no2)cc1[N+](=O)[O-]	106	-0.4
COC(=O)CC1=CC(C)(CC(=O)OC)C(C#N)(C#N)C(N)=C1C#N (stereo unspecified)	100	-0.4
CC1=NN(c2ccccc2)C(=O)/C1=C/c1cn(CC(O)CN2CCOCC2)c2ccccc12 (stereo unspecified)	100	-0.8
O=C(c1ccco1)N(c1ccccn1)C1CCCCC1	103	0.4
CC1CCCCC1NC(=O)C1CCCN(c2nc3ccccc3o2)C1 (stereo unspecified)	103	0.5
CCn1cc(/C=C(\NC(=O)c2ccccc2)C(=O)N2CCCC2)c2ccccc21	104	0.5
c1ccc(-c2nc3ccccn3c2Nc2ccc3c(c2)OCO3)cc1	104	0.9
O=C1N=c2ccccc2=C1c1s/c(=N/N=C2\C(=O)Nc3ccccc32)n(-c2ccc(O)cc2)c1O	103	0.2
Cc1nc2c(=O)n(-c3cc(C(F)(F)F)ccc3Cl)nc(C)c2s1	104	0
O=C1CC(C(=O)Nc2ccc(Cl)cc2)SC(=Nc2ccccc2)N1 (stereo unspecified)	103&103	0.6&0.3
COc1ccc(CNC(=O)c2cc3ccccc3oc2=O)cc1	107	0.6
CCC1CCCCN1Cc1ccc(CNC(=O)c2cc3ccc4cccnc4c3[nH]2)o1 (stereo unspecified)	100	-0.4
CCOC(=O)C1CCC(CN(Cc2ccc(Cl)cc2)S(=O)(=O)c2cccc(Cl)c2C)CC1 (stereo unspecified)	108	-0.1
Cc1cc(C)cc(NC(=O)CCc2nnc3n(CC(C)C)c(=O)c4ccccc4n23)c1	107	0.9
O=C(CC(=O)N1CCCCC1)N1CCCCC1	104	1
CCOC(=O)C1=C(CSCC(=O)OCc2ccc(C#N)cc2)NC(=O)NC1C (stereo unspecified)	104	0.2
CC(c1ccccc1)n1c(SCC(=O)c2ccc3c(c2)OCCO3)n[nH]c1=O (stereo unspecified)	100	-0.4
CCOC(=O)Cc1nc(C)cc(C)n1	100	-0.4
COc1ccc(CNC(=O)CSc2nc(-c3ccc(OC)cc3)cc(C(F)(F)F)n2)cc1	105	0.2
COC(=O)c1cncn1C(C)c1ccccc1 (stereo unspecified)	106	0.4
Cc1nnc(SCC(=O)N(c2ccccc2)C(C)C)n(N)c1=O	106	0.3
C=CCn1c(C)cc(C(=O)COC(=O)C2CCN(C(=O)Nc3ccccc3)CC2)c1C	103	0
CCOc1ccc(N=C2C(=O)N(CN3CCCCC3)c3ccccc32)cc1	99	-0.8
CC1Cc2cc(S(=O)(=O)NCc3ccccc3)ccc2N1C(=O)C1CC1 (stereo unspecified)	107	2.3

This is a subset, so the mix of outcomes need not match the whole.
